AMA1-RON2 inh: AMA1-RON2 (P. falciparum) interaction inhibition; AlphaScreen AMA1-biotinylated RON2 peptide binding; Potency, µM (titrated, usually from 58.2 µM), for the others: at the top dose activity change, negative = inhibition, most hits filed as inhibitors; 360,000 tested, 0.2% active; AID 720542;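 also: potency is read from the fitted curve at half-maximal effect; 0% = vehicle wells and -100% = peptide control; nearly all actives have a fitted effect of over 45% in size; some results filed as inactive show a strong effect at the top dose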
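AMA1 (3D7) with his tag at 25 nM final met compounds first, then biotinylated RON2 peptide at 25 nM; detection used donor plus acceptor beads, 10 µg/mL apiece, read by AlphaScreen after 30 min at room temperature.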
Shiga toxin inh: blocks Shiga toxin action in Vero cells. Vero cells, Shiga toxin protein synthesis inhibition reporter. inhibition, % at 38.7 µM. 290,000 tested, 9.2% active. AID 2315; in the data active = inhibition mostly above about 28%, no sharp cut-off; inactive = mostly below about 43%; also: 0% is about no effect
HCMV inh: blocks human cytomegalovirus replication; 410,000 tested, 4.5% active; activity change, negative = inhibition, % at 57.5 µM; HFF cells, HCMV-luciferase reporter, 72 h; active compounds read low; in the data active = activity change below about -60%; inconclusive = no clear call, values can overlap the other calls; inactive = above about -39%; also: % is scaled to controls: 0 for no effect and ±100 for the full control effect
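Two compound doses tested in HFFs infected with HCMV-luciferase, MOI 1 PFU/cell, 72 h at 37C. Lysate luminescence read with OneGlo; data normalized against buffer-only and 10uM Salinomycin inhibitor controls.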
AmpC no deterg: blocks E. coli AmpC beta-lactamase in detergent-free assay. AmpC nitrocefin hydrolysis, absorbance 480 nm, 0.0001% Triton. 330,000 tested, 0.52% active. P00811. Potency, µM (highest dose often 57.1 µM), for inactives: top-dose activity change, negative = inhibition, most hits filed as inhibitors. AID 485341;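 also: potency is read from the fitted curve at half-maximal effect; plate controls were no compound for no effect and no enzyme for full effect; nearly all actives have a fitted effect of over 20% in size; some results filed as inactive show a strong effect at the top dose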
Target sequence (P00811 whole entry, looked up): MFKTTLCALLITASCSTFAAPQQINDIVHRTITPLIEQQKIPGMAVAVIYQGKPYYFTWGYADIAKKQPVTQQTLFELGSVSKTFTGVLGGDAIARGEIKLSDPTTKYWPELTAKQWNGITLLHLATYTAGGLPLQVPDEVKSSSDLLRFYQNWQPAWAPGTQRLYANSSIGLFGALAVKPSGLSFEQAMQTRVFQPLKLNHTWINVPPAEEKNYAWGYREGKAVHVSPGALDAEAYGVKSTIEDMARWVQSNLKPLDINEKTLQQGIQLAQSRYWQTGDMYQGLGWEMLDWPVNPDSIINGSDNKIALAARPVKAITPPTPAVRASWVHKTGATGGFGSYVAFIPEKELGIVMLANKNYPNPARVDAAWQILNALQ
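20 mM phosphate pH 7.0 + 0.01% (detergent screen) or 0.0001% Triton X-100; 5.3 nM AmpC reagent; cpd preinc 15 min RT; nitrocefin (800 uM stock) to start; A480 q20 s × 4 min; Activity was normalised to no-enzyme and no-compound control wells.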
FBPA Giardia inh: blocks Giardia fructose-bisphosphate aldolase activity. AID 2451. A8B2U2. purified Giardia FBPA. Potency, µM (series often up to 59.6 µM), inactives show at the highest dose activity, negative = inhibition, usual class: inhibitors. 290,000 tested, 0.71% active; also: potency is read from the fitted curve at half-maximal effect; % is scaled to controls: 0 for no effect and ±100 for the full control effect; nearly all actives have a fitted effect of over 55% in size
Target sequence (A8B2U2 whole entry, looked up): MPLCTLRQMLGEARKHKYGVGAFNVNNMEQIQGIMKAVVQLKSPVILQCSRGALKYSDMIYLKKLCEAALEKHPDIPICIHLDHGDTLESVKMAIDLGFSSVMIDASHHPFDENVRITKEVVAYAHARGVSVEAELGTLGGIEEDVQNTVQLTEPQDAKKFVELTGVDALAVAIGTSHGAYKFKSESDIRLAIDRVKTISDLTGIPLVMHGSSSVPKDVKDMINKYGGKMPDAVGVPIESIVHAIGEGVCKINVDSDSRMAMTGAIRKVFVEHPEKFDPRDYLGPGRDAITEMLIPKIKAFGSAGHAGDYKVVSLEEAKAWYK
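40 nM FBPA preincubated 10 min at RT with compound (up to 57.5 uM final), then substrate plus GAPDH/TPI/NAD/arsenate coupling and diaphorase/resazurin added. Fluorescence read after 20 min at RT, 525/598 nm.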
AmpC inh detg: blocks E. coli AmpC beta-lactamase in detergent assay | AmpC hydrolysis of nitrocefin, absorbance 480 nm, 0.01% Triton | Potency, µM (top dose mostly 114 µM), inactives show top-dose activity change, negative = inhibition, hits mostly inhibitors | 370,000 tested, 0.041% active | AID 485294;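 also: potency is read from the fitted curve at half-maximal effect; 0% = no-compound wells and -100% = no-enzyme wells; nearly all actives have a fitted effect of over 25% in size; some results filed as inactive show a strong effect at the top dose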
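AmpC (5.3 nM in the dispensed reagent) in 20 mM phosphate pH 7.0 with 0.01% (detergent screen) or 0.0001% Triton X-100 was preincubated with compounds for 15 min at room temperature. Nitrocefin was then added from an 800 uM solution, and hydrolysis was followed at 480 nm.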
Cycloheximide cs: counter-screen hit for Shiga toxin inhibitors, cycloheximide; cell reporter, cycloheximide protein synthesis inhibition counterscreen; max response, %; 300,000 tested, 12% active; in the data active = max response mostly above about 13%, no sharp cut-off; inactive = mostly below about 14%; also: read at 38.3 µM for the half of the compounds with a filed dose; 0% is about no effect
The depositor's hits bear a star; ? = inconclusive; / = not tested or not shown; & = joins results of further samples; ! = a repeat was not active; [ ] = remark or other dose. Unless noted, calls follow the shape of the dose curve; as a rule, active = well fitted curve in the direction sought with a large enough effect; inconclusive = small, poorly fitted or top-dose-only effect, or another doubt; inactive = no such curve, though single readings can be large; an effect the other way counts as inactive or inconclusive.

SMILES	AMA1-RON2 inh	Shiga toxin inh	HCMV inh	AmpC no deterg	FBPA Giardia inh	AmpC inh detg	Cycloheximide cs
COC(=O)c1cc(Nc2cc(C)c3c(O)cccc3n2)cc(C(=O)OC)c1	-4%	57	?	-40%	-12%	0%	16*
CCOC(=O)CN1C(=O)C(O)(c2c(C)[nH]c3ccccc23)c2ccccc21 (stereo unspecified)	31%[activator]	-12	152	-44%	?	?	8
C=CCn1c(O)c(C=NCCCOc2ccc(CC)cc2)c(=O)[nH]c1=S	4%	6	1	-13%	-3%	-3%	0
CCCc1nc2cc3c(cc2[nH]1)n(C)c(=O)n3C	-2%	2	22	-9%	?	6%	-2
O=C(CNC(=S)N(CCCN1CCOCC1)Cc1cccs1)NCCCN1CCOCC1	-9%	-14	5	-14%	5%	-7%	-5
COc1ccccc1/C=N/NC(=O)c1ccc(-c2ccccc2)cc1	13%	-5	-11	-21%	1%	?	6
OCC(CO)(CO)NCC(O)CN1c2ccccc2Sc2ccccc21 (stereo unspecified)	-1%	-4	/	25%	10%	-3%	-2
CC(=O)[C@H]1[C@H](CCc2ccccc2)NC(=O)N(Cc2ccccc2)[C@@H]1C	43%[activator]	-15	-17	1%	6%[12.9 µM]	-7%	-4
CC1(C)CC(=O)c2cc(C(=O)O)c(=O)n(-c3ccccc3)c2C1	-3%	-10	-22	-10%	3%	3%	0
Cc1ccc(C(=O)N/N=C\C=C\c2ccccc2[N+](=O)[O-])cn1	85%[activator]	3	-3	14%	-25%	-3%	6
CC1c2ccsc2CCN1C(=O)NC(=O)c1ccc(Cl)cc1 (stereo unspecified)	7%	16	-26	-27%	0%	4%	1
Cc1cc(C)c2nc(N3CCCC(C(=O)NCCCN4CCOCC4)C3)sc2c1 (stereo unspecified)	-1%	42	89	229%[activator]	0%	-3%	14
CC(NC(=O)C(=O)NN=C1CCC(C(C)(C)C)CC1)c1ccccc1 (stereo unspecified)	55%[activator]	-10	-33	-25%	0%	-11%	1
CCC(=O)NC(c1cccs1)c1cc(Cl)c2cccnc2c1O (stereo unspecified)	64%[activator]	2	?	26%	1%	-6%	-2
CC1CN(Cc2csc(-c3ccc(Cl)cc3)n2)CC(C)O1 (stereo unspecified)	-21%	117*	?	35%	?	-2%	47
Cc1ccc(C)c(Nc2nc(N)c3ccccc3n2)c1	-13%	73*	-14	-36%	-20%	-14%	26*
Cc1ccc(C2CN(C)CC2C(=O)c2ccc(F)cc2)cc1 (stereo unspecified)	0%	21	-17	0%	0%	-4%	-4
Cc1ccccc1N/C(SCc1ccc(Cl)cc1)=C(/C#N)C(=O)NCc1ccco1	4%	112*	0	-9%	-12%	-13%	41*
CCC(C)NC(=O)CCC(=O)Nc1ccc2nc(N3CC(C)CC(C)C3)cc(C)c2c1 (stereo unspecified)	-2%	21	-23	-16%	-11%	2%	13
CCCC[C@@H]1C=C(C(=O)O)[C@H](c2ccc(Cl)cc2)N1S(=O)(=O)c1ccc(C)cc1	5%	/	4	-4%	/	/	/
O=C(CCCC(=O)N(CC(=O)NC1CCCC1)Cc1ccccc1Cl)Nc1ccccn1	3%	3	-100*	56%	9%	6%	0
CC(C)C1Cc2c(sc3c2c(=O)n(-c2ccccc2)c2n[nH]c(=S)n32)CO1 (stereo unspecified)	18%	-3	0	-16%	-3%	0%	-3
O=C1NC(=O)/C(=C/C(=O)N2CCOCC2)S1	2%	1	28	-19%	-2%	2%	-2
COc1cc2c(cc1OC)CN(CC(=O)Nc1ccc(S(=O)(=O)N(C)C)cc1)CC2	-9%	2	-19	39%	-1%	?	-2
O=C(O)CCCc1ccc2c(c1)CCc1ccccc1-2	7%	/	?	-19%	/	-11%	/
(cont.)
SMILES	AMA1-RON2 inh	Shiga toxin inh	HCMV inh	AmpC no deterg	FBPA Giardia inh	AmpC inh detg	Cycloheximide cs
Cc1ccc(S(=O)(=O)Nc2cccc(S(=O)(=O)Nc3ccccc3C(=O)O)c2)c(C)c1	-6%	/	-15	-38%	/	/	/
COc1ccc(C(=O)NC(=S)N2CCNC(=O)C2CC(=O)OC(C)C)cc1 (stereo unspecified)	149%[activator]	-13	-21	-2%	/	4%	0
CCOC(=O)C1CCN(C(=O)c2cc3c(C)cc(C)cc3[nH]2)CC1	-9%	-11	81	29%	-6%	-6%	-2
COc1ccc(/C(N)=C/C(=O)C(C)(C)C)cc1	-1%	60	73	-5%	2%	-17%	19*
Cn1c(=O)[nH]c(=O)c2c1nc(N1CCN(CCO)CC1)n2CCSc1nc2ccccc2s1	12%	-8	-3	27%	2%	?	-6
Nc1c(S(=O)(=O)O)cc(Nc2cccc3ccccc23)c2c1C(=O)c1ccccc1C2=O	/	-15	/	/	?	/	-13
COc1cc(CNc2ccc3[nH]c(=O)[nH]c3c2)ccc1OCc1ccccc1Cl	-3%	30	?	-21%	-1%	?	14
Nc1cc(=O)nc(SCC(=O)NCc2ccccc2)n1CCc1ccccc1	-4%	-10	6	-52%	5%	-13%	-1
CSc1sc(C(=O)NCC2CC2)c(-c2cccs2)c1C#N	-23%	13	?	-22%	5%	11%	-1
COC(=O)c1ccc(NC(=O)C2CCCN(S(C)(=O)=O)C2)cc1 (stereo unspecified)	7%	-8	2	-9%	5%	-1%	8
CC(=O)Nc1cccc2c1C(=O)NC2=O	-7%	-5	0	-15%	2%	-10%	1
CCOC(=O)N1CCC(N2CC34C=CC(O3)C(C(=O)O)C4C2=O)CC1 (stereo unspecified)	-3%	-5	-10	-8%	3%	-15%	-1
CCOC(=O)C(NC(=O)NCc1ccccc1OC)(OCC)C(F)(F)F (stereo unspecified)	0%	-9	-15	-6%	-1%	-10%	-2
CC(=O)Nc1cccc(C(=O)OCC(=O)c2ccccc2Cl)c1	4%	125*	53	-13%[11.4 µM]	-6%	?	35*
Cc1ccccc1OCC(=O)NNC(=O)c1cc(S(=O)(=O)N2CCOCC2)ccc1N1CCCC1	86%[activator]	/	-22	0%	/	0%	/
O=c1[nH]c2cc3c(cc2cc1CN(CC1CCCO1)S(=O)(=O)c1ccc(Cl)cc1)OCCO3 (stereo unspecified)	-4%	183*	-20	-10%	-21%	-6%	67*
C/C=C1\C2C=C(C)CC1(N)c1ccc(=O)[nH]c1C2 (stereo unspecified)	/	-7	/	/	4%	/	-2
CC(C)(C)c1ccc(-c2noc(CCC(=O)N3CCOCC3)n2)cc1	-14%	38	-33	220%[activator]	-28%	-12%	26*
Cn1c(=O)c2c(ncn2CC(COCc2ccc(Cl)cc2)OCc2ccc(Cl)cc2)n(C)c1=O (stereo unspecified)	-2%	-22	-12	188%[activator]	1%	-12%	-2
COc1ccc(S(=O)(=O)N(CC(=O)N/N=C/c2ccc(C(=O)O)cc2)Cc2ccccc2)cc1OC	0%	2	-14	-25%	-10%	-7%	-7
Cc1ccccc1Nc1c(-c2cccnc2)nc2cccc(C)n12	-4%	-10	-62*!	33%	5%	2%&0%	2
NS(=O)(=O)c1ccc(NC(=O)COC(=O)COc2ccc3ccccc3c2)cc1	-1%	25	18	2%	-12%	-1%	-1
CCn1nnnc1SCC(=O)Nc1sc(C)c(C)c1C#N	-13%	-22	?	-6%	-6%	-9%	-5
Cc1cccc(NC(=O)c2nc[nH]c2C(=O)N[C@@H](Cc2ccccc2)C(=O)OCc2ccccc2)c1	104%[activator]	-2	58	-17%	-27%	10%	2
CC(=O)c1ccc(NC(=O)CC(NCCC2=CCCCC2)C(=O)O)cc1 (stereo unspecified)	10%	-6	-37	-13%	0%	2%	-2
Continuation:
SMILES	AMA1-RON2 inh	Shiga toxin inh	HCMV inh	AmpC no deterg	FBPA Giardia inh	AmpC inh detg	Cycloheximide cs
CNS(=O)(=O)c1cccc(C(=O)NNC(=O)CN(C)S(=O)(=O)c2ccc(Cl)cc2)c1	50%[activator]	/	-17	-12%	/	-13%	/
COC(=O)c1ccc(NCC(=O)Nc2cc(C)cc(C)c2)cc1	-5%	25	?	-28%	-17%	2%	13
N#C/C(=C\Nc1ccc2cn[nH]c2c1)c1nc(-c2ccc(Cl)cc2)cs1	9%	-9	?	-38%	?	1%	-13
C=CCSc1ncccc1C(=O)O	0%	8	8	-28%	-8%	?	1
Cc1ccc(NC(=O)CCc2nc(-c3cccs3)no2)c(Br)c1	5%	20	19	-21%	-3%	?	3
NS(=O)(=O)c1ccc2nc(NC(=O)c3ccc(Br)o3)sc2c1	-1%	50*	-20	-12%	-5%	4%	24*
CCOC(=O)c1cnn(CCOC(=O)c2cccs2)c1NC(=O)c1cccs1	-5%	23	20	-17%	7%	3%	-2
COc1ccc(C)cc1S(=O)(=O)n1nc(C)cc1C	18%	-15	-3	-17%	-3%	-1%	10
O=C(c1cc([N+](=O)[O-])ccc1N1CCOCC1)N1CCN(c2ccccc2)CC1	/	-3	-87*	96%[activator]	/	6%	-4
O=C(COC(=O)c1oc2ccccc2c1CSc1ccc(Cl)cc1)NC1CCCC1	27%	-2	-20	-24%	-8%	-8%	5

In the list so far, these contain a COOH group:
SMILES	AMA1-RON2 inh	Shiga toxin inh	HCMV inh	AmpC no deterg	FBPA Giardia inh	AmpC inh detg	Cycloheximide cs
CC1(C)CC(=O)c2cc(C(=O)O)c(=O)n(-c3ccccc3)c2C1	-3%	-10	-22	-10%	3%	3%	0
CCCC[C@@H]1C=C(C(=O)O)[C@H](c2ccc(Cl)cc2)N1S(=O)(=O)c1ccc(C)cc1	5%	/	4	-4%	/	/	/
O=C(O)CCCc1ccc2c(c1)CCc1ccccc1-2	7%	/	?	-19%	/	-11%	/
Cc1ccc(S(=O)(=O)Nc2cccc(S(=O)(=O)Nc3ccccc3C(=O)O)c2)c(C)c1	-6%	/	-15	-38%	/	/	/
CCOC(=O)N1CCC(N2CC34C=CC(O3)C(C(=O)O)C4C2=O)CC1 (stereo unspecified)	-3%	-5	-10	-8%	3%	-15%	-1
COc1ccc(S(=O)(=O)N(CC(=O)N/N=C/c2ccc(C(=O)O)cc2)Cc2ccccc2)cc1OC	0%	2	-14	-25%	-10%	-7%	-7
CC(=O)c1ccc(NC(=O)CC(NCCC2=CCCCC2)C(=O)O)cc1 (stereo unspecified)	10%	-6	-37	-13%	0%	2%	-2
C=CCSc1ncccc1C(=O)O	0%	8	8	-28%	-8%	?	1

High-throughput results: PubChem BioAssay, National Center for Advancing Translational Sciences (NCATS)
